# Screening data as filed in PubChem.
# BRCA1 expr act – BRCA1 expression activation; MCF7-BRCA1-FFLuc reporter, luminescence, 48 h; response scale: scaled: vehicle 0%, 10 µM genistein 100%; Potency, µM (highest dose often 46.1 µM), inactives show top-dose activation, most hits filed as activators; 380,000 compounds, 1.1% hits; AID 624202; note: potency is the fitted concentration of half-maximal effect; nearly all actives have a fitted effect of over 80% in size; some results filed as inactive show a strong effect at the top dose
#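 Luminescence from a BRCA1-driven firefly luciferase in MCF7 cells was the read-out, taken 15 min after substrate addition following 48 h compound exposure at 37 °C. Data were normalized to a 10 microM genistein control and DMSO vehicle.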
# NPC1 prom act – NPC1 promoter activation | Huh7 NPC1 promoter luciferase reporter, 24 h | 320,000 compounds, 2.4% hits | Potency, µM (highest dose often 9.22 µM), for inactives: top-dose activation, actives largely listed as activators | AID 485313;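 note: potency is the fitted concentration of half-maximal effect; % of control where 0% means no effect; nearly all actives have a fitted effect of over 60% in size; reporter is driven by a mutant NPC1 promoter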
#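 Cells: Huh7 expressing luciferase under the NPC1 promoter, 1500/well. Seeded 2 h, compound added, incubated 24 h at 37 °C. Luciferase reagent, 10 min ambient, then luminescence.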
# TRPV1 agonist – human TRPV1 agonism; Q8NER1; TRPV1-expressing cells, Fluo-8 calcium influx, agonist mode; activation, % at 8.33 µM; 320,000 compounds, 0.19% hits; in the data active = activation above about 80%; inconclusive = between about 30% and that limit; note: 0% is about no effect
#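 Fluo-8 calcium influx in TRPV1-expressing cells, kinetic read (ex 480/em 520 nm). Compound added and read 3 min for agonist activity, followed by capsaicin at EC20 final and 2 min further read for enhancement.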
# Tb PFK inh – blocks T. brucei phosphofructokinase. Potency, µM (titrated, usually from 57.5 µM), inactives show top-dose activity, negative = inhibition, usual class: inhibitors. T. brucei PFK, ADP-Glo luminescence. 330,000 compounds, 0.17% hits. O15648;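 note: potency is the fitted concentration of half-maximal effect; 0% = uninhibited 1x PFK enzyme wells and -100% = no-enzyme wells; nearly all actives have a fitted effect of over 60% in size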
# Target sequence (O15648 whole entry, looked up): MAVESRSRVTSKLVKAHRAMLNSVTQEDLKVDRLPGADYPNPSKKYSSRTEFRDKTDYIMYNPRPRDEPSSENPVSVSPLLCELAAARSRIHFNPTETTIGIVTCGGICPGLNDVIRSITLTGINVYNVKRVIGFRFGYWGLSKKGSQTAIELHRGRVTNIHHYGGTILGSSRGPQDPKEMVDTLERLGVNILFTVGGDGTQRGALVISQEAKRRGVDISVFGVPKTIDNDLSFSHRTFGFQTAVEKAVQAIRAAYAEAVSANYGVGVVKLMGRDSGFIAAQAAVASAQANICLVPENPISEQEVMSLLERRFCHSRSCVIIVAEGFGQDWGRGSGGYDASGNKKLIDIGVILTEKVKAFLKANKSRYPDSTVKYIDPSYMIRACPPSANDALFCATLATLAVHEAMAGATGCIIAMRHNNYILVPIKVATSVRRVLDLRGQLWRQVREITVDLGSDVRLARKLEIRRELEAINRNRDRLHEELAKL
#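 PFK 1.25 nM, F6P 0.5 mM, ATP 0.1 mM, 0.1 M TEA pH 8.0, 5 mM MgCl2, 0.01% Tween20, 0.1% BSA; 45 min RT. ADP-Glo readout. qHTS titration up to 57 uM; curves fitted, compounds curve-classed.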
# Rab9 promoter act – Rab9 promoter activation; Huh7 Rab9 promoter-luciferase reporter, luminescence, 24 h; Potency, µM (highest dose often 9.22 µM), without a hit: at the top dose activation, negative = inhibition, usual class: activators; 320,000 compounds, 2.8% hits; AID 485297; note: potency is the fitted concentration of half-maximal effect; % of control where 0% means no effect; nearly all actives have a fitted effect of over 60% in size
#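 Promoter activation is measured as luciferase luminescence in Huh7 cells stably transfected with a Rab9 promoter–luciferase construct, following 24 h compound exposure at 37 °C and 10 min reagent incubation at ambient temperature.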
# ELG1 genotoxic – genotoxicity induction in ELG1-luciferase HEK293T cells; 330,000 compounds, 1.3% hits; Potency, µM (top dose mostly 46 µM), for the others: at the top dose activity change, positive = activation, hits mostly activators; HEK293T ELG1-luciferase reporter, luminescence, 16 h; note: potency is the fitted concentration of half-maximal effect; % of control where 0% means no effect; nearly all actives have a fitted effect of over 60% in size
#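 Step 1: seed 2,000 HEK293T ELG1-luciferase cells per well. Step 2: add compound or DMSO, incubate 16 hr at 37 °C. Step 3: ONE-Glo, 30 min at room temperature, read luminescence.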
# VP16 counter – counter-screen for ROR gamma inhibitors: Gal4-VP16 reporter | Drosophila S2 Gal4-VP16 UAS-luciferase, luminescence, 20 h | Potency, µM (highest dose often 53.6 µM), for the others: at the highest dose activity, negative = inhibition, actives largely listed as inhibitors | 310,000 compounds, 3.5% hits;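 note: Gal4-VP16 expression switched on by copper sulfate through the metallothionein promoter; potency is the fitted concentration of half-maximal effect; % is set by controls: 0 for no effect and ±100 for the full control effect; nearly all actives have a fitted effect of over 50% in size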
# p53 reactivator – re-activators of mutant p53. H1299 p53-A138V BP100-luciferase reporter, luminescence, 24 h. Potency, µM (highest dose often 92.2 µM), for the others: top-dose activity change, positive = activation, hits mostly activators. 320,000 compounds, 0.063% hits; note: potency is the fitted concentration of half-maximal effect; % of control where 0% means no effect; nearly all actives have a fitted effect of over 45% in size
#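 H1299 (p53-null), stable ts p53-A138V + BP100-Luc; 1000 cells/well, Opti-MEM/10% FBS; cpd 4 pt, 1:5; 24 h, 37 deg C, 5% CO2; detection reagent 10 min RT; luminescence.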
# ELG1 repair inh – inhibitors of ELG1-dependent DNA repair in HEK293T cells. Potency, µM (titrated, usually from 46.1 µM), for inactives: top-dose activity change, negative = inhibition, usual class: inhibitors. 330,000 compounds, 2.3% hits. HEK293T ELG1-luciferase reporter, luminescence, 16 h; DNA damage induced by 5-fluorouridine; note: potency is the fitted concentration of half-maximal effect; % is set by controls: 0 for no effect and ±100 for the full control effect; nearly all actives have a fitted effect of over 55% in size
#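 5-Fluorouridine DNA damage + compound/DMSO, 2,000 cells/well, 16 h, 37 °C/5% CO2. ONE-Glo, 30 min RT, luminescence. Readout = decrease in reporter signal.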
# RORg inh – inhibitors of mouse ROR gamma transcriptional activity. AID 2551. Potency, µM (series often up to 53.6 µM), for the others: at the top dose activity change, negative = inhibition, most hits filed as inhibitors. P51450. 310,000 compounds, 5.4% hits. Drosophila S2 Gal4-RORgamma UAS-luciferase reporter, 20 h; note: potency is the fitted concentration of half-maximal effect; % is set by controls: 0 for no effect and ±100 for the full control effect; nearly all actives have a fitted effect of over 60% in size
# Target sequence (P51450 whole entry, looked up, the tested form may be a part): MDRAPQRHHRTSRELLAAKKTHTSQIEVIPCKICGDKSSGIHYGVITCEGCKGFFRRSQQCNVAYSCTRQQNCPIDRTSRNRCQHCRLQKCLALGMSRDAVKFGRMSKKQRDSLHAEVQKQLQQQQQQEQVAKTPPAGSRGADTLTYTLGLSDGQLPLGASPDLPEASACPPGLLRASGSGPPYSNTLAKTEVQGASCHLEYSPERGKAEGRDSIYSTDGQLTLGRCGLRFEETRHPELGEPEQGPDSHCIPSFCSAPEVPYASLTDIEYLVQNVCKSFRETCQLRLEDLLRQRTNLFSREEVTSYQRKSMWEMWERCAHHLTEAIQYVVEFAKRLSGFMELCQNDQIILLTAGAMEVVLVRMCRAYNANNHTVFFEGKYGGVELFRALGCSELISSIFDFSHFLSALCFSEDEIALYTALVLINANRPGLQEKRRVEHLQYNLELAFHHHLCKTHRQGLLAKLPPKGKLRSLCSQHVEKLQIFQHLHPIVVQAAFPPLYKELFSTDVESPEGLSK
#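 A Gal4/UAS one-hybrid system in insect cells: metallothionein-promoter Gal4–ROR gamma fusion plus Photinus luciferase reporter. Copper sulfate 700 uM final, 20 hr ambient incubation, luminescent detection after 10 min with reagent.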
# FLuc modulator – firefly luciferase modulation, counter-screen for miR-21 project. P08659. purified FLuc, Km substrates, luminescence inhibition. Potency, µM (titrated, usually from 57.5 µM), inactives show at the top dose activity change, negative = inhibition, usual class: inhibitors. 360,000 compounds, 6.9% hits;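 note: potency is the fitted concentration of half-maximal effect; plate controls were vehicle for no effect and reference inhibitor for full effect; nearly all actives have a fitted effect of over 55% in size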
#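 Purified P. pyralis luciferase (10nM final) with 10uM D-luciferin and 10uM ATP (Km levels) in 50mM Tris acetate pH 7.5, 10mM Mg acetate, 0.01% Tween-20, 0.05% BSA; qHTS 6-point titration, ~60 µM downward; luminescence read.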
# An asterisk follows results filed as active; ? = inconclusive; / = not tested or not shown; [ ] = another dose, or the depositor's remark. Unless noted, calls come from the whole dose curve; as a rule, active = well fitted curve in the direction sought with a large enough effect; inconclusive = small, poorly fitted or top-dose-only effect, or another doubt; inactive = no such curve, though single readings can be large; an effect the other way counts as inactive or inconclusive. Compounds were not picked by outcome; 15% or so of the library scored in one or more.
SMILES,BRCA1 expr act,NPC1 prom act,TRPV1 agonist,Tb PFK inh,Rab9 promoter act,ELG1 genotoxic,VP16 counter,p53 reactivator,ELG1 repair inh,RORg inh,FLuc modulator
COc1ccc(CNC(=O)c2ccc(CN3CCOCC3)cc2)cc1,0%,4%,3,-1%,6%,11%,17%,26%,?,15%,-13%
CCOC(=O)C1CCCN(C(=O)c2ccc(CS(=O)(=O)c3ccc(C)cc3)o2)C1 (centres undefined),-22%,-4%,1,-3%,-3%,-1%,2%,1%,-5%,1%,0%
Cc1cccc(NC(=O)c2cc3ccccc3nc2C)c1,9%,1%,?,-1%,0%,-7%,16%,-2%,1%,39%,0%
Cc1ccc(NC(=O)CSc2nc3ccccc3c(=O)n2CCCC(=O)NCC2CCCO2)cc1 (centres undefined),-1%,-3%,-5,-11%,-3%,8%,-6%,8%,-13%,5%,3%
O=C(NC1CC(=O)N(c2cccc(F)c2)C1)C(=O)c1c[nH]c2ccccc12 (centres undefined),-9%,2%,9,-2%,-3%,10%,/,0%,?,/,4%
COc1ccccc1CNC(=O)c1ccc(OC(C)C)cc1,60%,8%,-2,7%,-1%,6%,-1%,3%,?,24%,-13%
CCn1c(SCc2nc(-c3ccccc3)no2)nnc1-c1ccco1,4%,-2%,1,3%,-9%,3%,0%,-7%,-3%,?,-4%
O=C(O)c1ccc(N2C(=O)Nc3ccccc3N2O)cc1,-7%,-2%,2,8%,-9%,4%,-5%,23%,-2%,10%,-2%
Cc1cc2n(n1)C(c1ccccc1Cl)Nc1ccccc1-2 (centres undefined),0%,-3%,-1,-1%,-5%,-2%,18%,1%,12%,-16%,-2%
O=C(OCc1cc(Cl)ccc1OC(F)F)c1cc(S(=O)(=O)O)ccc1O,/,2%,4,-2%,-3%,1%,0%,-14%,1%,-17%,-1%
CC(C)Cn1c(SCc2nnc(-c3cccs3)o2)nc(O)cc1=O,-18%,-4%,1,5%,14%,-1%,-7%,6%,4%,-10%,-1%
CC(C)CC(=O)Nc1ccnn1C1CCN(C(=O)c2ccc(Cl)cc2F)CC1,1%,-1%,-2,2%,-3%,-1%,-7%,13%,18%,29%,0%
CN1CCN(c2cc3c(c4c2[nH]c2ccccc24)C(=O)CC(C)(C)C3)CC1,-56%,2%,?,-4%,2%,10%,?,-1%,-11%,?,7%
O=C(Nc1nc2ccc(Cl)cc2s1)[C@@H]1CCCN1C(=O)c1cccs1,-36%,3%,-3,0%,-1%,?,10%,14%,?,?,?
O=C(CCC1CCCN(C(=O)c2ccc3c(c2)OCCO3)C1)NCc1ccccc1F (centres undefined),49%,26%,9,2%,2.8µM*,?,?,17%,?,42%,17µM*
CCCN1CNC(=S)N(c2cc(C)ccc2C)C1,16%,-9%,-4,-2%,-6%,-1%,11µM*,-5%,-7%,13µM*,0%
Nc1ccc(CN2CCCCCC2)cc1,-19%,1%,3,3%,-2%,-1%,-14%,0%,13%,-27%,-2%
COc1ccccc1NC(CC(=O)c1ccccc1)C(=O)OCC(=O)c1ccc(C)c(C)c1 (centres undefined),-24%,16%,3,0%,19%,2.1µM*,?,/,?,3%,3µM*
Cc1ccc(N2CCN(Cc3ccccc3)CC2=O)c(C)c1,-4%,-2%,0,4%,7%,-1%,1%,/,8%,22%,-18%
Nc1nc(SCc2ccc(F)cc2)ns1,71%,11%,-7,-14%,20%,20%,4%,28%,?,22%,?
COc1ccc(-c2nc3c(c4nnc(SC(C)C(=O)Nc5ccc(C)cc5)n24)COC(C)(C)C3)cc1 (centres undefined),-12%,-1%,7,-12%,2%,-2%,-2%,-4%,21µM*,24%,2%
CC(=O)Nc1cc(-n2cnnn2)ccc1C,-1%,-8%,?,-1%,-3%,3%,0%,-5%,-28%,6%,-13%
COc1ccccc1CNC(=S)Nc1ccc2nc(N3CCN(C)CC3)cc(C)c2c1,-51%,12%,-10,-3%,-6%,-12%,-3%[10 µM],9%,?,9%,-6%
CCOc1ccc(N(CC(=O)N2CCN(c3ccccc3F)CC2)S(=O)(=O)c2c(C)noc2C)cc1,9%,-16%,-7,11%,-1%,-4%,0%,-1%,-14%,-1%,1%
C=CCNC(=S)N1CCC(C(=O)c2ccc(Cl)cc2)CC1,-4%,1%,?,-3%,6%,-10%,3%,-27%,?,-9%,0%
O=CNCCCc1nc2ccccc2n1Cc1ccccc1,-3%,-3%,-1,5%,2%,2%,0%,-1%,5%,-24%,5%
Cc1cc(C)c(NC(=O)c2c[nH]c(=S)n2-c2ccc(F)cc2)c(C)c1,-9%,-2%,1,?,-2%,-1%,-6%,-1%,6%,-18%,-11%
O=C(C1=C[C@@H](c2coc3ccccc3c2=O)C[C@@H](OCCCCO)O1)N1CCOCC1,-2%,13%,1,0%,-2%,0%,-13%,-2%,0%,?,-1%
COc1ccc(-c2cn[nH]c2-c2ccc(OC)cc2O)cc1,-19%,-2%,2,-7%,-1%,-22%,20µM*,-3%,10µM*,?,-2%
Cc1cccc(Nc2nc(-c3ccc4c(c3)OCCO4)cs2)c1,?,2µM*,0,-4%,0.89µM*,2.3µM*,-1%,?,?,-24%,2.7µM*
Cn1ccnc1C(OC(=O)c1ccccc1)C(F)(F)F (centres undefined),14%,-2%,2,-12%,-7%,0%,2%,-1%,7%,-7%,0%
Cc1ccc(NC(=O)C2CCN(S(=O)(=O)c3ccc(F)cc3)CC2)cc1,2%,2%,?,-4%,-6%,-8%,13%,-5%,-5%,14%,-1%
O=C(Oc1ccc(-c2ccccc2)cc1)N1CCCCC1,7.1µM*,/,26,/,/,/,-6%,/,/,37%,8.5µM*
CC(C)C[C@H]1CN=C(N(C)C)N1CC1CCCC1,9%,5%,5,0%,-5%,0%,/,-5%,6%,/,1%
C#CCNC(=O)C1=C[C@H](c2ccc(C(F)(F)F)cc2)C[C@H](OCc2ccc(CO)cc2)O1,0%,-2%,7,3%,2%,1%,-14%,-1%,12%,-16%,-1%
COc1ccccc1-n1c(-c2ccccc2)n[nH]c1=S,4%,0%,5,-13%,-2%,0%,?,-1%,2%,7.1µM*,-9%
CCOC(=O)C1=C(C(C)=O)C(c2cccnc2)C(C#N)=C(N)O1 (centres undefined),-31%,1%,-10,0%,-7%[1.84 µM],0%,7%,2%,28%,2%,4%
O=C(Cc1ccc(Cl)cc1)Nc1ccccn1,46%,14%,1,0%,12%,-1%,8%,10%,-2%,6%,1%
CSc1ccccc1OC1CCN(Cc2ccccc2)CC1,-30%,2%,-5,0%,12%,-5%,5%,-2%,-1%,-3%,-3%
CC(=O)NC(Cc1c[nH]c2ccccc12)C(=O)OCC(=O)N1CCCCCC1 (centres undefined),-4%,1%,3,-7%,21%,2%,-9%,10%,16%,11%,1%

# Some of the entries so far, bar-delimited:
Compound | BRCA1 expr act | NPC1 prom act | TRPV1 agonist | Tb PFK inh | Rab9 promoter act | ELG1 genotoxic | VP16 counter | p53 reactivator | ELG1 repair inh | RORg inh | FLuc modulator
COc1ccccc1NC(CC(=O)c1ccccc1)C(=O)OCC(=O)c1ccc(C)c(C)c1 (centres undefined) | -24% | 16% | 3 | 0% | 19% | 2.1µM* | ? | / | ? | 3% | 3µM*
O=C(Oc1ccc(-c2ccccc2)cc1)N1CCCCC1 | 7.1µM* | / | 26 | / | / | / | -6% | / | / | 37% | 8.5µM*

# (list continues)
SMILES,BRCA1 expr act,NPC1 prom act,TRPV1 agonist,Tb PFK inh,Rab9 promoter act,ELG1 genotoxic,VP16 counter,p53 reactivator,ELG1 repair inh,RORg inh,FLuc modulator
Cc1ccc(C(=O)CNc2cccc(Cl)c2)cc1,-4%,10%,?,-15%,?,?,27%,?,?,3%,2.7µM*
COc1ccc(C(c2nnnn2Cc2cccs2)N2CCN(c3ccccc3)CC2)cc1OC (centres undefined),-27%,-1%,-3,4%,3%,-1%,10%,-1%,?,34%,8%
CCOC(=O)C1=C2N(C)c3ccccc3N2CCC1=O,-16%,-3%,1,25%,2%,-2%,-8%,-5%,-5%,10%,0%
CCOC(=O)C1=c2s/c(=C\c3cccnc3)c(=O)n2C(N)=C(C(=O)OC)C1c1cccnc1 (centres undefined),-41%,-1%,-5,-2%,-1%,-5%,-22%,-4%,?,-26%,-2%
CC(NC(=O)Cn1cnc2c1c(=O)n(C)c(=O)n2C)c1ccccc1 (centres undefined),-11%,1%,1,-1%,-1%,1%,2%,8%,8%,-7%,0%
Cc1cc(N2CCN(c3ccccc3Cl)CC2)n2cc(-c3ccccc3)nc2n1,-43%,1%,?,-5%,-8%,-21%,?,-13%,?,-41%,?
